# EBNA-1 inhibitor: blocks EBNA-1 binding to DNA; EBNA-1 DNA binding, fluorescence polarization; inhibition, % at 14.8 µM; 0.34% of 300,000 active; in the data active = inhibition above about 28%
# RPL19A-GFP yeast: modulators of TOR pathway RPL19A-GFP in S. cerevisiae. S. cerevisiae RPL19A-GFP strain, flow cytometry, 3 h; active compounds read low. percent response vs DMSO, % at 10 µM. 0.3% of 330,000 active;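 active = percent response vs DMSO below 50%; inconclusive = fewer than 70 events counted for the yeast strain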;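 also: median channel GFP fluorescence of the barcoded RPL19A-GFP strain; ratio of sample median GFP to plate DMSO average so 100% = DMSO; lower means less RPL19A-GFP as with rapamycin TOR inhibition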
# AHR activator: activators of human aryl hydrocarbon receptor. AHR-responsive luciferase reporter cells, luminescence. activation, % at 5 µM. 2.5% of 320,000 active; in the data active = activation above about 47%;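 also: 0% = vehicle wells and 100% = reference agonist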
# MEP2 TOR yeast: modulators of TOR pathway MEP2-GFP in S. cerevisiae; GFP response vs DMSO, % at 10 µM; S. cerevisiae MEP2-GFP strain, flow cytometry GFP, 3 h; 100% = DMSO control level; 0.51% of 330,000 active;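 active = GFP response versus DMSO above a set limit, roughly screen mean plus 3 SD, cut at about 180% in these data; inconclusive = fewer than 70 cells counted for a yeast strain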;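 also: median GFP fluorescence of the barcode-gated MEP2-GFP cells per well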
# procasp7 counter: counter-screen for procaspase-3 activators: activators of human procaspase-7; P55210; activation, % at 8.5 µM; 0.093% of 330,000 active; recombinant procaspase-7, Ac-DEVD-pNA absorbance 405 nm; D23A/D198A/D206A triple mutant, cannot self-cleave; scale: DMSO 0, 5 µM enzyme 100;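 active = percent activation above the screen-wide mean plus 3 SD, cut at about 25% in these data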
#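 System: Procaspase-7 triple mutant (PC-7 D3A); measure: % activation from two-timepoint absorbance difference, scaled to controls; times: 1 h compound preincubation, 2 h substrate cleavage, 25 °C; also added: Ac-DEVD-pNA substrate, 400 µM as added; measured by: Epi-absorbance of released pNA at 405 nm, two timepoints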
# ZTA counter: ZTA (EBV) inhibition in EBNA-1 counter-screen | ZTA-DNA binding, fluorescence polarization | inhibition, % at 11 µM | 0.15% of 320,000 active | P03206; in the data active = inhibition above about 33%
# LAP4 TOR yeast: alters LAP4-GFP fluorescence in TOR pathway yeast screen; S. cerevisiae LAP4-GFP multiplex, flow cytometry GFP, 3 h; median GFP as percent of DMSO wells; GFP response vs DMSO, % at 10 µM; 0.34% of 320,000 active; AID 2023;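 active = GFP response vs DMSO above a set limit, about the screen mean plus 3 SD, cut at about 150% in these data; inconclusive = under 70 cell events counted for the yeast strain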
# procasp3 activ: activates human procaspase-3 | P42574 | recombinant procaspase-3 D3A, Ac-DEVD-pNA absorbance 405 nm | activation, % at 8.5 µM | 0.11% of 330,000 active | AID 463141;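 active = activation above the mean of all tested compounds plus 3 SD, cut at about 21% in these data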;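 also: 0% = DMSO alone and 100% = DMSO wells spiked with extra 5 µM PC-3 D3A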
#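 Compound: 8.5 µM single point, 0.8% DMSO / Material: Autoprocessing-dead procaspase-3 D3A mutant enzyme / Timing: 1 h preincubation plus 2 h reaction at 25 °C / Medium: Zinc-free HEPES/NaCl buffer with 0.01% Triton X-100 at pH 7.4 / Technique: 405 nm absorbance of p-nitroaniline, reads at 0 and 120 min / Repeats: one well per compound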
# * hit, by the source's call; ? = inconclusive; . = not tested or not shown; [ ] = dose if it differs, or a comment. Rows are unselected; any-hit rate near 3.8%.
SMILES,EBNA-1 inhibitor,RPL19A-GFP yeast,AHR activator,MEP2 TOR yeast,procasp7 counter,ZTA counter,LAP4 TOR yeast,procasp3 activ
C=CC(C)n1c(Br)nc2c1c(=O)[nH]c(=O)n2C (stereo not given),18,96,3,94,4,9,91,3
COc1cc(S(=O)(=O)N2CCCCC2)ccc1NC(=O)c1ccccc1Cl,4,112,0,94,3,-5,79,8
COc1ccc(Cl)c2c1[nH]c1nc(SCc3cccnc3)nnc12,8,99,32,146,-4,0,95,5
Cc1ccc(-n2ncc3c2CCCC3NC(=O)CCn2ccnc2C)cc1C (stereo not given),-10,96,1,110,-2,-20,109,8
COc1ccc(C(=O)CN(C(=O)c2ccc(Cl)cc2)N2C(=O)c3ccccc3C2=O)cc1,1,97,-4,106,9,-7,109,-1
N#Cc1ccc(Cn2ccnc2C(=O)Nc2ccccc2)cc1,-7,113,-1,121,-1,-8,104,-2
CC1(C)CC(=O)C(C=NCCN2CCN(C(=O)c3ccc(Br)cc3)CC2)=C(O)C1,-12,96,2,97,-8,-30,95,-7
Nc1ccc(N=Nc2ccccc2)c2cccnc12,-1,98,94*,94,-25,-8,108,-21
COc1cc(/C=C2\SC(=Nc3ccc(O)cc3)NC2=O)cc(OC)c1O,-6,100,15,91,-14,-15,88,-4
C1=C(c2ccccc2)CCN(c2ncnc3nc[nH]c23)C1,8,96,8,88,14,2,89,3
CCC/C(=C1/c2ccccc2C(=O)N1c1ccccc1)c1ccc2[nH]ccc2c1,.,91,18,94,20,.,98,3
Cc1ccc(S(=O)(=O)N(C)Cc2ccc(C(=O)N/N=C/c3ccc(OC(F)F)cc3OC(F)F)cc2)cc1,0,100,15,86,4,-9,85,2
CC(C)NC(=O)c1onc(CSc2ccccn2)c1C(=O)NC(C)C,5,97,2,88,9,-12,115,6
O=c1c([N+](=O)[O-])cccn1Cc1ccc(F)cc1Cl,-12,95,0,114,-8,-3,123,3
CCCOc1ccc(N2C(=O)CC(N(CCc3ccccc3)C(=O)c3ccccc3)C2=O)cc1 (stereo not given),-4,89,0,93,6,4,76,-1
Cc1cccc(-n2c(O)c(C=Nc3cccc(O)c3)c3ccccc3c2=O)n1,-13,104,-6,108,-12,5,100,-7
COc1ccc(CCNC(=O)c2ccccc2NC(=O)C2=C(C)OCCS2)c(OC)c1,5,93,7,95,10,17,99,1
CC1(C)Cc2c(sc3c2c(=N)n(Cc2ccco2)c(=O)n3Cc2ccc(F)cc2)CO1,-14,98,-1,98,1,-3,94,-11
O=C(CNCc1ccccc1)Nc1cccc(Cl)c1Cl,4,91,4,103,11,12,93,-3
Cc1cc(C(=O)Nc2ccc(F)cc2C)cs1,-1,105,-2,101,3,-4,99,2
C=CCSc1nncn1/N=C/c1ccc(OC)cc1,-1,101,58*,102,-8,-17,103,11
Cc1ccc(C(=O)NC2CCN(CCCC(=O)c3ccc(F)cc3)CC2)cc1,-8,100,0,98,6,-3,102,0
O=C(O)c1ccccc1C(=O)Nc1ccc(S(=O)(=O)Nc2ccc(F)cc2)cc1,-6,105,0,105,11,6,92,5
COc1ccc(CNC(=O)[C@@H](NC(=O)C2CCN(S(=O)(=O)c3ccccc3)CC2)C(C)C)cc1,7,?,0,?,3,8,?,9
CCCn1nnc(NCc2ccc(OCc3cccs3)c(OC)c2)n1,3,98,0,102,6,10,90,-8
CC(C)(C)CN1CCNC(=O)C1CC(=O)NCCc1ccccc1C(F)(F)F (stereo not given),-5,100,0,89,-3,-7,102,5
CCC(=O)N(Cc1cc(=O)[nH]c2ccccc12)c1cccc(C)c1,0,89,9,89,-1,-16,86,3
CCCN1C(=O)C(=O)c2cc(Cl)ccc21,.,88,4,93,-25,.,91,-13
O=C(CN(C(=O)CNC(=O)c1ccco1)c1ccc2c(c1)OCO2)NC1CCCCC1,-1,103,2,106,-2,-27,95,11
COc1ccccc1NC(=O)N1CCCC(c2nc3c(nnn3Cc3ccc(C)cc3)c(=O)[nH]2)C1 (stereo not given),-6,91,2,102,-7,-7,93,-1
CCOC(=O)C1=NN(c2ccc(Cl)cc2)C(c2ccccc2)CC1=O (stereo not given),-1,99,3,103,-11,-6,98,0
c1ccc(CN2CN=C(Nc3nc4ccccc4s3)NC2)cc1,-8,103,-1,104,12,-10,104,5
O=C(CN(Cc1ccccc1)C(=O)CSc1nnc(COc2ccccc2)o1)NC1CCCC1,0,94,1,83,-4,1,82,-9
COc1ccc(CNC(=O)CC23CC4CC(CC(C4)C2)C3)cc1OC,2,103,3,105,4,0,95,-2
Cc1ccc(C(=O)CSc2nc(C)cc(C)c2C(N)=O)cc1,-10,104,12,93,-20,-22,128,0
Cc1ccccc1OCCC(=O)Nc1cccc(S(=O)(=O)Nc2ccccc2Cl)c1,-5,107,0,104,-3,-7,100,-1
Cn1c(C(=O)N[C@@H](Cc2ccccc2)C(=O)O)cc2cc(Cl)ccc21,3,106,22,110,10,-10,94,1
OC(CC#CCN1CCCCC1)(c1ccccc1)c1ccccc1,8,98,-1,100,4,-1,83,6
CC(=O)Oc1ccc(N(C(C)=O)S(=O)(=O)c2ccc(C)c([N+](=O)[O-])c2)cc1,7,104,-1,100,3,15,93,4
Cc1cc(=O)oc(C)c1C(=O)NC1CCCCCCC1,-6,106,-1,100,-2,-9,101,-6
O=C(NC(=S)NCCC1=CCCCC1)c1ccccc1Br,4,98,50*,96,-24,-11,100,-1
COc1ccccc1N(C)S(=O)(=O)c1ccc(C(=O)NC2CCCCCC2)cc1,7,99,0,96,-1,-4,110,3
S=c1[nH]ncn1NCc1cccc(Br)c1,-12,93,-3,101,-17,6,113,-16
Cc1cc(-c2nnc(-c3ccccc3)c(-c3ccccc3)n2)c(C)o1,3,100,-2,94,-2,4,121,-1
Cc1ccccc1N1C(=O)c2ccccc2NC1c1ccncc1 (stereo not given),-3,96,0,103,-1,5,91,4
COc1ccc(NC(=O)/C(=C\c2ccc(OS(=O)(=O)c3ccc(C)cc3)cc2)NC(=O)c2ccccc2)cc1,0,98,4,109,2,8,97,-5
CCOC(=O)CN1CCC(c2cc(-c3ccc(Cl)cc3)n[nH]2)CC1,-13,105,14,108,-1,3,96,-7
CC1CCCCN1C(=O)N[C@@H](Cc1ccccc1)C(=O)O (stereo not given in full),-11,?,4,97[may fluoresce red],9,-1,95[may fluoresce red],0
Cc1noc(/C=C/N(C)C)c1S(=O)(=O)N(C)CC(=O)NC1CCCCC1,-5,100,-1,98,-4,15,98,6
O=C(CCc1ccccc1)Nc1ccc(N2CCCCC2)cc1,-5,105,1,125,3,3,107,4
O=C(Nc1cccnc1)C1CCC(CNS(=O)(=O)c2cccc3nsnc23)CC1 (stereo not given),2,93,5,95,1,-5,102,1
CC(C)NC(=O)N(C)C[C@H]1Oc2c(NC(=O)C3CCCCC3)cccc2C(=O)N([C@H](C)CO)C[C@@H]1C,.,101,-1,98,-1,.,106,0
CCS(=O)(=O)Nc1ccc(-c2nc3cccnc3s2)cc1,8,101,66*,101,12,27,102,12
COc1ccc(NC(=O)CSc2nc3[nH]ncc3c(=O)[nH]2)c(OC)c1,-7,95,5,94,0,-6,99,-10
CCN1CCN(CCNC(=O)CS(=O)(=O)Cc2nc(-c3ccc(C)cc3)oc2C)CC1,-13,108,1,99,3,-15,94,2
COc1ccccc1C=NNC(=O)c1ccccc1OCCOc1ccccc1,.,98,51*,101,0,.,109,-8
COc1ccc(CCNC(=O)C2C3CCC(C3)C2C(=O)O)cc1OC (stereo not given),-8,103,6,102,-6,-14,93,0
O=C1OCCC1Sc1nnc(-c2ccc(O)cc2)o1 (stereo not given),-1,106,1,114,4,4,108,6
O=C(COC(=O)C(c1ccccc1)c1ccccc1)NCc1ccco1,1,103,-1,104,2,4,90,4
COC(=O)c1ccc2c(c1)C(C)(C)C(/C=C/c1ccc(OC)c(OC)c1OC)=[N+]2C,-5,101,2,128,-15,3,116,-14

# Another view of 4 compounds above.
mol | EBNA-1 inhibitor | RPL19A-GFP yeast | AHR activator | MEP2 TOR yeast | procasp7 counter | ZTA counter | LAP4 TOR yeast | procasp3 activ
O=C1OCCC1Sc1nnc(-c2ccc(O)cc2)o1 (stereo not given) | -1 | 106 | 1 | 114 | 4 | 4 | 108 | 6
O=C(CCc1ccccc1)Nc1ccc(N2CCCCC2)cc1 | -5 | 105 | 1 | 125 | 3 | 3 | 107 | 4
CC1CCCCN1C(=O)N[C@@H](Cc1ccccc1)C(=O)O (stereo not given in full) | -11 | ? | 4 | 97[may fluoresce red] | 9 | -1 | 95[may fluoresce red] | 0
COc1ccc(NC(=O)CSc2nc3[nH]ncc3c(=O)[nH]2)c(OC)c1 | -7 | 95 | 5 | 94 | 0 | -6 | 99 | -10

# Further entries:
SMILES,EBNA-1 inhibitor,RPL19A-GFP yeast,AHR activator,MEP2 TOR yeast,procasp7 counter,ZTA counter,LAP4 TOR yeast,procasp3 activ
O=C(CC(C(=O)O)c1ccc(F)cc1)c1ccc(Cl)cc1 (stereo not given),-6,105,1,103,0,-9,96,0
Cc1ccc(S(=O)(=O)N2CCCCC2)cc1NC(=O)Cn1cnnn1,-6,104,2,98,-1,-17,88,2
Cc1ccc(-c2noc(CN(C)C(=O)Nc3ccc(F)cc3)n2)cc1,6,99,1,103,-6,-13,96,4
CN1CCN(C(=O)c2ccc(Oc3ccc([N+](=O)[O-])cc3)cc2)CC1,-5,99,-2,97,3,12,89,6

# 6 structures out of the list, arranged by SMILES length, low to high.
SMILES,EBNA-1 inhibitor,RPL19A-GFP yeast,AHR activator,MEP2 TOR yeast,procasp7 counter,ZTA counter,LAP4 TOR yeast,procasp3 activ
CCCN1C(=O)C(=O)c2cc(Cl)ccc21,.,88,4,93,-25,.,91,-13
Cc1cc(=O)oc(C)c1C(=O)NC1CCCCCCC1,-6,106,-1,100,-2,-9,101,-6
CCCn1nnc(NCc2ccc(OCc3cccs3)c(OC)c2)n1,3,98,0,102,6,10,90,-8
COc1ccc(CNC(=O)CC23CC4CC(CC(C4)C2)C3)cc1OC,2,103,3,105,4,0,95,-2
CC(C)(C)CN1CCNC(=O)C1CC(=O)NCCc1ccccc1C(F)(F)F (stereo not given),-5,100,0,89,-3,-7,102,5
Cc1noc(/C=C/N(C)C)c1S(=O)(=O)N(C)CC(=O)NC1CCCCC1,-5,100,-1,98,-4,15,98,6

# Screening data deposited in PubChem BioAssay by several laboratories.
